Assay outcomes as filed in PubChem.
Pf Dd2 growth = inhibitors of Plasmodium falciparum Dd2 growth; 4.3% of 120,000 active; Potency, µM (highest dose often 28.9 µM), for inactives: top-dose activity, negative = inhibition, actives largely listed as inhibitors; P. falciparum Dd2 growth, SYBR Green, 72 h; active = well fitted inhibition curve with a large enough effect; inconclusive = small, poorly fitted or top-dose-only effect; inactive = no such curve, though single readings can be large or run the other way;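 note: plate controls were DMSO vehicle for no effect and reference drug for full effect; nearly all actives have a fitted effect of over 65% in size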
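Infected erythrocytes (Dd2, 0.3% parasitemia, 2.5% hematocrit final) are added to compound in RPMI-1640/Albumax II medium, grown 72 h at 37C in low oxygen, then lysed with saponin/Triton-X containing SYBR Green and read by fluorescence.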
* hit, by the source's call; i = inactive; ? = inconclusive; ! = repeats disagree; [ ] = remark or other dose. Potency is the fitted concentration of half-maximal effect. This is a subset; the hit share may differ from the screen's.

SMILES	Pf Dd2 growth
O=C(c1ccccc1C1CCNC1)N1CCC(Nc2ncccn2)CC1 (stereo not given)	2%
COc1cc2c(=O)c(S(=O)(=O)c3ccccc3)cn(CC(=O)Nc3ccccc3C)c2cc1OC	-19%
Cc1cnc(CC2CCNC2)n1C(C)C (stereo not given)	-13%
COc1ccc2nc(C[C@@H]3C[C@@H](C(C)C)[C@H](CNC(=O)CC4(CC(=O)O)CCCC4)C=C3C)[nH]c2c1	i
Fc1cc(Nc2ncc(-c3ccccc3)c3c2OCC3)cc(N2CCOCC2)c1	?
COc1cccc(-c2cc(C3CCN(S(=O)(=O)c4ccc(F)cc4F)CC3)[nH]n2)c1	7.1µM*
C[C@@H](c1ccccc1)N1C(=O)[C@@H]2CN(C(=O)c3ccc(N(C)C)cc3)CCN2C1=O	i
CCN1CC(C(=O)N2CCN(CCOc3ccccc3)CC2)CC1=O (stereo not given)	14%
COc1ccc(NC(=O)CN2CCN(Cc3ccccc3Cl)S2(=O)=O)cc1Cl	i
CCOc1ccc(C(=O)N2C[C@@H](CO)[C@H](C(=O)NC)C2)cc1	-26%
O=C(NCc1ccc(F)cc1)N1CCCC(Cn2cnc3cccnc32)C1 (stereo not given)	-2%
Cc1cnc(C2CC2)n1C1CCN(C(=O)c2ccoc2)CC1	1%
O=C(c1ccccc1)N1C[C@@H]2C[C@H](C1)c1c(-c3cccnc3)ccc(=O)n1C2	0%[44.1 µM]
COC(=O)c1ccccc1NC(=O)CN1C(=O)COc2ccccc21	-4%
Cc1cccc(NC(=O)CN2C(=O)c3cccc4cccc2c34)c1C	14%

Quoted from the listing.
Pf Dd2 growth result of O=C(c1ccccc1C1CCNC1)N1CCC(Nc2ncccn2)CC1 (stereo not given) stands at 2%
Pf Dd2 growth result of Cc1cnc(C2CC2)n1C1CCN(C(=O)c2ccoc2)CC1 stands at 1%
Pf Dd2 growth result of CCOc1ccc(C(=O)N2C[C@@H](CO)[C@H](C(=O)NC)C2)cc1 stands at -26%

Ordered by number of heavy atoms (smallest number first): part of the list above
SMILES	Pf Dd2 growth
CCOc1ccc(C(=O)N2C[C@@H](CO)[C@H](C(=O)NC)C2)cc1	-26%
O=C(c1ccccc1)N1C[C@@H]2C[C@H](C1)c1c(-c3cccnc3)ccc(=O)n1C2	0%[44.1 µM]
Fc1cc(Nc2ncc(-c3ccccc3)c3c2OCC3)cc(N2CCOCC2)c1	?
COc1cc2c(=O)c(S(=O)(=O)c3ccccc3)cn(CC(=O)Nc3ccccc3C)c2cc1OC	-19%

Further entries.
SMILES	Pf Dd2 growth
Cc1cc(C)cc(NC(=O)Cc2noc3ccccc23)c1	-14%
O=C(NCCc1ccncc1)C1CN(C(=O)C2CCCCC2)CC12CCOCC2 (stereo not given)	-3%
CCc1ccc(N(CC)C(=O)Cn2c(=O)oc3ccccc32)cc1	10%
CCOc1ccc(NC(=O)Cn2c(=O)n(Cc3ccc(C(=O)NCc4ccc5c(c4)OCO5)cc3)c(=O)c3ccccc32)cc1	?
COc1ccccc1CNC(=O)Cn1ncc2c(C)n(Cc3ccccc3Cl)c(C)c2c1=O	?
CCCNC(=O)N1CCCC1c1nc(C2CCOCC2)no1 (stereo not given)	-2%
COc1ccc(CCC(=O)N2CCCCCCNC(=O)CC2)cc1	-28%
CC(C)(C)C(=O)N1CCN(c2nc3c(F)cccc3s2)CC1	33%[activator]
COc1cccc(C(=O)c2sc(Nc3ccc(C)cc3C)c(S(=O)(=O)c3ccccc3)c2N)c1	10µM*
CCc1noc(-c2nnn3c2COC(c2ccc(OC)cc2)C3)n1 (stereo not given)	i
CCn1cc(C(=O)N2C[C@H](CO)C[C@H](CN3CCCC3)C2)c(C)n1	-6%
CNC(=O)[C@@H]1C[C@H](Oc2cccnc2)CN1C(=O)CCc1c[nH]c2ccccc12	-12%
COc1cc(NC(=O)CSc2nc3ncccc3o2)cc(OC)c1	-7%
CC1=C[C@@H](CNC(=O)C(C)C)[C@H](C(C)C)C[C@H]1Cc1nc2ncccc2[nH]1	-3%[44.1 µM]
Cc1cccc(-n2c3nc(=O)n(C)c(=O)c-3cc3c(Cl)cccc32)c1C	-8%
COc1ccc(-c2cc3ccc(O)c(CN4CCCC(C)C4)c3oc2=O)cc1 (stereo not given)	1µM*
COc1ccccc1N1CCN(Cc2ccc(=O)n(C)c2)CC1	4%
O=C(c1ccccc1)N1CCC2(CC1)C(=NC1CCCCC1)NC(=O)N2c1cc(F)cc(F)c1	-9%
O=C1N(CCc2ccccc2)c2ccccc2C12CCN([S+](=O)([O-])c1cccs1)C2 (stereo not given)	7.9µM*!
O[C@@H]1CCN(Cc2nc(C3(O)CCN(C4CCCC4)CC3)cs2)C1	7%[44.1 µM]
Cc1ccc(CN2C[C@H]3CN(Cc4ccc(C(=O)O)cc4)CCN3C2=O)cc1	i
CC(=O)N1CCC(c2nn(-c3ccc(F)cc3)c(=O)[nH]2)CC1	-10%[44.1 µM]
Cc1c(CO)cccc1NC(=O)c1ccc(CN2CCCC(C)C2)cc1 (stereo not given)	-8%
Cc1ccccc1CNC(=O)CN1C(=O)CSc2ccc(S(=O)(=O)N(C)C)cc21	i
Cc1ccc(Cl)cc1NC(=O)CCC(=O)N1CC(C)Sc2ccccc21 (stereo not given)	?
COc1ccc(-c2[nH]nc3ncc(-c4ccc(CO)cc4)nc23)cc1F	?
Cc1ccc(OCCCn2c(C3CC(=O)N(c4cccc(Cl)c4)C3)nc3ccccc32)c(C)c1 (stereo not given)	-4%
COc1ccc(CCNC(=O)c2ccc3c(c2)CCN3S(=O)(=O)c2ccccc2)cc1	-23%
COc1ccc(S(=O)(=O)NCCS(=O)(=O)N2CCN(c3ccccc3)CC2)cc1OC	i
Cc1ccc(CS(=O)(=O)c2ncc(Cl)c(C(=O)Nc3nc4ccc(F)cc4s3)n2)cc1	i
CN(C)C[C@@H]1CN(S(C)(=O)=O)C[C@H]1NC(=O)Cc1cccc(F)c1	-4%
COc1ccc(N2C(=O)CS(=O)(=O)C23C(=O)N(Cc2ccccc2)c2ccccc23)cc1 (stereo not given)	-23%
CCCCc1ccc(C(=O)Nc2ccc3nc(N(CC)CC)cc(C)c3c2)cc1	?
O=C(NC1CC1)c1ccnc2[nH]ccc12	19%[44.1 µM]
CCc1ccc(CNC(=O)c2ccc3c(c2)N=C(C)c2cc(C)ccc2S3)cc1	?
Cc1cccc(C(=O)N2C[C@@H]3CCCN4CCC[C@@H]([C@H]34)[C@H]2CCCC(=O)NCC2CC2)c1	-25%
CCc1cccc(NS(=O)(=O)c2ccc3c(c2)CC(C)N3C(=O)C2CC2)c1 (stereo not given)	-16%
CCc1cccc(NC(=O)c2c(C)oc3nc(C)nc(N4CCCC4)c23)c1	-9%
COc1ccc(C(=O)N[C@@H]2C[C@H](COc3cccc(C)n3)[C@@H](O)[C@H]2O)cc1	?
Cc1noc(C)c1S(=O)(=O)N(C)Cc1ccc(F)cc1	i
COc1ccc(C(=O)c2cn(Cc3ccccc3)c3ccccc3c2=O)cc1OC	?
O=C(O)c1cccc(-c2cnccn2)c1	0%[44.1 µM]
Cc1ccc(NC(=O)N2C[C@@H](F)C[C@H]2C(=O)N2CCCCC2)cc1Cl	-13%
CCC1=C(c2ccc(C)cc2)S(=O)(=O)N=C1N1CCC(C(=O)NCCc2cccc(OC)c2)CC1	7.9µM*
CN(C)Cc1cn(C[C@H]2C[C@@H](NS(=O)(=O)c3ccccc3)[C@H](O)[C@@H]2O)nn1	34%[44.1 µM]
CCSc1nc2n(n1)C(c1ccc(Cl)cc1Cl)C(C(=O)Nc1ccccc1C)=C(C)N2 (stereo not given)	?
Cc1nc2cccnc2n1-c1cccc(C(=O)NCCN(C)C)c1	i
CC(C)CCNC(=O)CC1CCCN(c2cn[nH]c(=O)c2)C1 (stereo not given)	-2%
COCC(=O)N[C@H]1C[C@@H](Cc2cc(CN(C)c3ccccc3)on2)C1(C)C	?
CC(=O)c1cccc(NS(=O)(=O)c2cc3c(cc2C)n(C)c(=O)c(=O)n3C)c1	i
O=S(=O)(N1CCOCC1)N1CCOC(CCCc2ccccc2)C1 (stereo not given)	-15%
COc1ccc(-c2cc([C@H]3CN4CC[C@H]3C[C@@H]4CNC(=O)NC(C)C)n(C)n2)cc1	i
Cc1nc2ncnn2c(C)c1CCC(=O)N1CCN(c2ccccc2)CC1	24%
Cc1cccc(C)c1Oc1ncccc1CNC1CCN(C(C)C)CC1	?
COc1cccc(CCC(=O)N2CCC(Cc3nc(-c4cnccn4)no3)CC2)c1	21%
COc1ccc(N2CC(NC(=O)c3ccc4c(c3)OCO4)CC2=O)cc1OC (stereo not given)	21%
COCC(=O)NC[C@@H]1C=C(C)[C@H](Cc2nc3ccc(C(=O)OC)cc3[nH]2)C[C@H]1C(C)C	11µM*
CCOC(=O)c1sc2ncn(CC(=O)Nc3ccc(OC)c(Cl)c3)c(=O)c2c1C	i
CNC(=O)NC[C@H]1CCN(Cc2ccc(OC)cc2OC)C[C@H]1N(C)C	6%
COc1ccc2nc3n(c2c1)[C@@H](CNCc1ccc2c(c1)OCO2)COC3	?

In a second layout: entries from further up
SMILES | Pf Dd2 growth
CCOc1ccc(NC(=O)Cn2c(=O)n(Cc3ccc(C(=O)NCc4ccc5c(c4)OCO5)cc3)c(=O)c3ccccc32)cc1 | ?
COc1ccccc1CNC(=O)Cn1ncc2c(C)n(Cc3ccccc3Cl)c(C)c2c1=O | ?

(list continues)
SMILES	Pf Dd2 growth
O=c1[nH]c(C2CCCN(CC3CC3)C2)nn1-c1ccccc1 (stereo not given)	i
COCC1CN(Cc2cccc(C#N)c2)CC12CCNCC2 (stereo not given)	13%
CN(CCOc1ccccc1)Cc1nc(-c2ccccn2)no1	-7%
COc1ccc(NC(=O)C2CCN(c3cnn(C)c(=O)c3)C2)cc1F (stereo not given)	6%
COc1cccc(-n2c(=O)c3c(C)c(C(=O)N(C)C)sc3n(Cc3cccc(C)c3)c2=O)c1	5%
O=C1CCN(C(=O)[C@@H]2CCCN2Cc2cccc(OC(F)(F)F)c2)CCCCCCN1	?
CN(C(=O)c1cc2c(=O)n3ccccc3nc2n1C)c1ccccc1	19%
COC(=O)CNC(=O)C1CCc2nnc(CNC(=O)Nc3cccnc3)n21 (stereo not given)	12%
CC(=O)c1ccc(NC(=O)Cn2cc(S(=O)(=O)Cc3ccccc3Cl)c3ccccc32)cc1	-16%
COc1ccc(NC(=O)N2CCC3(CC2)CC(N(C2CC2)S(C)(=O)=O)CCO3)cc1 (stereo not given)	-15%
Cc1ccc(F)cc1CN1CCN(C)C2(CCC(=O)N(CC3CC3)CC2)C1 (stereo not given)	i
COc1ccc(OC)c(CNCc2c(C(=O)O)n(Cc3cccc(F)c3)c3cc(OC)ccc23)c1	-2%
COc1ccc(OC)c2nc(-c3cccc(Cl)c3)c(CN3CC(O)C3)cc12	-9%
Fc1ccccc1CN1CCOC[C@H]1c1ncc(-c2ccc(Cl)s2)[nH]1	?
O=C(CCc1ccccc1)N1CCC2(CC1)CN(c1ncccn1)CC2CO (stereo not given)	-21%
COc1ccc(CCN2C(=O)O[C@@H]3CN(c4nc(C)cc(C)n4)C[C@@H]32)cc1	3%
CC1=Nc2cc(C(=O)NCc3ccc(C)cc3)ccc2Sc2ccc(Cl)cc21	?
COc1cccc(CNC(=O)COCc2cc(-c3ccc4c(c3)OCO4)on2)c1	105%[activator]
CN1CCCC2(C1)CN(Cc1cccnc1)c1ccc(C(=O)Nc3ccc(F)cc3)cc12 (stereo not given)	?
CN(Cc1cccn1C)C(=O)c1cccc(Cl)c1	-7%[44.1 µM]
O=C(COc1ccc(F)cc1)N1CCCC(c2noc(COc3ccccc3F)n2)C1 (stereo not given)	?
CCN(Cc1ccncc1)C(=O)c1ccc2c(c1)C(O)CCCCCN2CCOC (stereo not given)	-2%
Cc1cccc(CC(=O)NC2CC(=O)N(c3ccccc3)C2)c1 (stereo not given)	13%
COc1cccc(CNC(=O)[C@@H]2C[C@@H](O)CN2C2CCN(C(=O)c3cc(C)n(C)n3)CC2)c1	1%
COc1cccc(CNC(=O)CCc2c(C)nc3c(c2C)c(=O)n(C)c(=O)n3C)c1	15%
CS(=O)(=O)N1C[C@@H]2OCC(=O)N(Cc3ccccc3)[C@@H]2C1	-11%[44.1 µM]
Cc1nn(S(=O)(=O)c2ccc(C(C)(C)C)cc2)c(C)c1S(=O)(=O)N1CCC(C)CC1	14%
COc1ccccc1N1CCN(C(=O)Cn2ncc3ccsc3c2=O)CC1	i
Cc1nn2c(c1-c1ccccc1C(C)C)N(Cc1ccc(C(=O)O)cc1)CCC2	-10%[44.1 µM]
COc1ccccc1CN1CC(CNC(=O)Nc2ccccc2)C2(C1)CN(c1ccccc1)C2 (stereo not given)	?
COc1ccc(OCC(=O)NCC2(N3CCN(C)CC3)CCCCC2)cc1	?
Cc1[nH]c2ccc(C(=O)N3CC[C@@](C)(O)[C@@H](O)C3)cc2c1C	-8%
O=C(NCc1nnc2cc(-c3nc(C4CC4)no3)ccn12)c1ccc(F)cc1	?
CC(C)Cc1cc(CC2(NCc3ccccc3O)COC2)no1	i
COc1ccc(-c2cc(N3CCC(NC(=O)c4ccc(N(C)C)cc4)C3)n[nH]2)cc1 (stereo not given)	-5%
N#Cc1cccnc1N1CCN(c2nccc(N3CCCC(O)C3)n2)CC1 (stereo not given)	-19%
O=C(CCn1ccc(=O)[nH]c1=O)N1CCN(Cc2ccccc2)CC(O)C1 (stereo not given)	-17%
CCOC(=O)CCNC(=O)N1CC[C@H]2C(=O)NCCCCCCN(Cc3ccncc3)[C@@H]2C1	-19%

Looked up one by one from the entries so far:
SMILES	Pf Dd2 growth
O=C(CCn1ccc(=O)[nH]c1=O)N1CCN(Cc2ccccc2)CC(O)C1 (stereo not given)	-17%
N#Cc1cccnc1N1CCN(c2nccc(N3CCCC(O)C3)n2)CC1 (stereo not given)	-19%
COc1ccc(OCC(=O)NCC2(N3CCN(C)CC3)CCCCC2)cc1	?
CCOC(=O)CCNC(=O)N1CC[C@H]2C(=O)NCCCCCCN(Cc3ccncc3)[C@@H]2C1	-19%
